HSF1 inhib: HSF1 inhibitors in luciferase reporter cells, primary screen, cell-based, NIH3T3, luminescence. NIH3T3-HGL HSE-luciferase, MG132-induced, luminescence 8 h; active compounds read low. activity change, negative = inhibition, % at 7.5 µM (by protocol). 0.77% of 300,000 active;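 active = more than half of replicate wells show activity change below -50%, luminescence cut by over half; inconclusive = some wells, but at most half, below -50%; inactive = no replicate well below -50%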;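 also: luciferase reports HSF-1 transcriptional activity via heat shock element; 0% = median of DMSO wells and -100% = zero luminescence signal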
AI-2 QS modul: Vibrio harveyi AI-2 quorum sensing modulators, primary screen, JMH597 strain, luminescence/OD600 ratio | AID 2094, 2009 | activity change, % at 7.5 µM | Vibrio harveyi JMH597 AI-2 luminescence/OD600 ratio, 9 h; active compounds read low; strain lacks LuxN and CqsS sensors; 0 = neutral-control median | 0.4% of 300,000 active; in the data active = activity change below about -75%, passing the limit was not always enough; inconclusive = no clear call, values can overlap the other calls;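 also: luminescence divided by OD600 gain over 9 h not by final OD600 alone; inactives centre near 13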
HIF activator: HIF pathway transcriptional activators, primary screen, cell-based, U2OS HRE-luciferase, luminescence; U2OS HRE-luciferase reporter; normalized: DMSO 0%, desferrioxamine 100%; activation, % at 7.5 µM (by protocol); 0.32% of 300,000 active;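 active = mean activation of at least 10% of the iron chelator positive control signal, with at least half of replicates also reaching 10%; inconclusive = mean and replicate majority disagree about reaching 10%; inactive = mean and most replicates under 10%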
GSK3A inh: blockers of GSK3A enzyme activity – biochemical, luminescence, cell-free homogeneous, HTS, primary screen; Glycogen synthase kinase-3 alpha (Homo sapiens), P49840; GSK-3 alpha kinase, ADP-Glo luminescence, 60 min; inhibition, % at 10 µM; 0.1% of 320,000 active;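 in the data active = inhibition above about 50%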;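 also: GST-tagged GSK-3 alpha with peptide substrate and 25 µM ATP; 0% = DMSO neutral wells and 100% = GW8510 positive control wells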
Target sequence (P49840 whole entry, looked up): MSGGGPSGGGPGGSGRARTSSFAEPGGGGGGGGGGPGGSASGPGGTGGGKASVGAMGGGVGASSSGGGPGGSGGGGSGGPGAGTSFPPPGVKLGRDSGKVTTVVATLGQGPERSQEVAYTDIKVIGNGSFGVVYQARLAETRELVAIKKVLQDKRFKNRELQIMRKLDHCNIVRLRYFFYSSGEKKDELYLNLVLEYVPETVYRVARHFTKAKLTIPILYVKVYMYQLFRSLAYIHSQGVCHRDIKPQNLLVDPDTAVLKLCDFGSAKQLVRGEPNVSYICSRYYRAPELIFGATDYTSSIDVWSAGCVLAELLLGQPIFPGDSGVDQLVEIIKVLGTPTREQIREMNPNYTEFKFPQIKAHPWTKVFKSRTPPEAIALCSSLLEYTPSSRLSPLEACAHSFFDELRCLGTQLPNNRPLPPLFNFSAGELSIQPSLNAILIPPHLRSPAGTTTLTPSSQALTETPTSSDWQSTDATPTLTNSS
aSyn 5UTR inh: MLPCN primary screen, SNCA 5' untranslated region | alpha-synuclein 5'UTR reporter, inhibitor activity | inhibition, % (tested at 7.5 µM) | 0.82% of 300,000 active | AID 1813, 2009; in the data active = inhibition above about 60%; inconclusive = no clear call, values can overlap the other calls;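 also: H4 neuroglioblastoma cells stably carrying SNCA 5'UTR luciferase fusion; 0% = DMSO wells and 100% = positive control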
GSK3B inh: human GSK3beta kinase inhibitors, primary screen, biochemical, cell-free homogeneous, HTS | Glycogen synthase kinase-3 beta (Homo sapiens), P49841 | GST-GSK3beta kinase, ADP-Glo luminescence, 60 min; active compounds read low | activity score (negative = inhibition), % at 10 µM | 0.038% of 300,000 active;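 active = more than half of replicate wells score below -50%, meaning over 50% inhibition versus plate controls; inconclusive = some replicates but at most half score below -50%; inactive = no replicate scores below -50%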;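 also: 0% = median DMSO wells and -100% = median GW8510 positive control wells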
Target sequence (P49841 whole entry, looked up): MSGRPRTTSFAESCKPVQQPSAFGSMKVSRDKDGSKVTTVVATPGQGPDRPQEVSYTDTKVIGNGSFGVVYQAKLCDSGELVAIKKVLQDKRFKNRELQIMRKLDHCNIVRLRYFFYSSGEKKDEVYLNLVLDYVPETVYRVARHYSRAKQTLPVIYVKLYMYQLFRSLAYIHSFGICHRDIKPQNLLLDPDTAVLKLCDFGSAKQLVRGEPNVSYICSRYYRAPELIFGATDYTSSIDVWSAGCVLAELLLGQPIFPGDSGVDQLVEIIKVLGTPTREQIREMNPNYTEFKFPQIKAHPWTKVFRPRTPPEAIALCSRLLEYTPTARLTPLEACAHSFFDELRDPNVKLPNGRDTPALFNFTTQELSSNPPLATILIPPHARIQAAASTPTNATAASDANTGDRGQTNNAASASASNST
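Test system: GST-fused GSK3beta enzyme, cell-free | Quantity: 1.6 ng GST-GSK3beta enzyme per well | Reagent: 25 µM ATP with peptide substrate | Schedule: 60 min enzyme reaction, room temperature | Signal: Luminescent ADP-Glo measurement of ADP formed | Read-out basis: Score relative to plate controls | Control set: DMSO and 20 µM GW8510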
HSP90 refold inh: HSP90 inhibitors, primary screen, cell lysate, luminescence. Rabbit reticulocyte lysate, luciferase refolding luminescence, 3 h. inhibition, % at 5.6 µM. 0.91% of 290,000 active;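 active = inhibition above the screen-wide mean plus 3 SD, computed separately per campaign, cut at about 16% in these data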;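 also: 0% = DMSO wells and 100% = 60 µM geldanamycin wells; inhibitors lower the luminescence because luciferase stays unfolded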
IEC-6 tox: cytotoxicity in IEC-6 intestinal epithelial cells, primary screen, cytotoxicity control for KLF5 inhibitor project, cell-based, luminescence | IEC-6 cytotoxicity, luminescence viability | inhibition, % at 5 µM | 0.78% of 290,000 active | AID 1825, 2009; in the data active = inhibition above about 22%;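 also: 0% = plate median of test compound wells and 100% = cytotoxic reference compound wells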
HSF1 activator: HSF-1 activators, primary screen, NIH3T3-HGL cells, MG132 stress, luminescence, single point; NIH3T3-HGL HSF-1 luciferase reporter, 8 h; 100% = twice DMSO control signal; activation, % at 9 µM; 1.7% of 300,000 active; AID 504408, 2011;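 active = mean replicate activation of at least 50% with a set share of replicates each reaching 50%; inconclusive = only one of those two conditions met; inactive = mean below 50% and too few replicates reaching it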;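 also: 0% = median of the neutral control wells and 100% = twice that signal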
KLF5 inh: KLF5 expression inhibitors, primary screen, DLD-1 cells, luminescence; inhibition, % at 5 µM; AID 1700, 2009; DLD-1 KLF5 promoter-luciferase reporter; 0.23% of 290,000 active;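 active = inhibition above a per-plate limit of that plate's mean compound inhibition plus 3 SD, cut at about 60% in these data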;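 also: 0% = DMSO wells and 100% = LY294002 at 200 µM; higher means less KLF5 promoter-driven luciferase light; inactives centre near -14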
Starred values were filed as active, the others as inactive; u = inconclusive; x = no result given.

Values run as follows: HSF1 inhib | AI-2 QS modul | HIF activator | GSK3A inh | aSyn 5UTR inh | GSK3B inh | HSP90 refold inh | IEC-6 tox | HSF1 activator | KLF5 inh
> O=C1Nc2ccccc2CCC1Sc1nnc(-c2ccc(Cl)cc2)s1 (centres undefined)
→ 4.1 | 5.6 | 0.0 | -4.1 | -3.6 | -21.6 | 1.5 | 1.1 | 21.4 | -45.7
> O=C(CN1C(=O)C2CC=CCC2C1=O)NC1=NCCS1 (centres undefined)
→ 7.9 | 9.8 | -0.1 | -2.3 | 10.2 | -2.1 | 3.0 | 5.1 | 17.5 | -22.9
> CSCCC1NC(=O)N(CC(=O)Nc2ccc(Br)cc2Br)C1=O (centres undefined)
→ -3.8 | 10.1 | -0.4 | 0.0 | 14.4 | 1.0 | -2.6 | -1.9 | -1.9 | -7.7
> Cc1cc(C)c2c(NC(=O)CCl)nn(C)c2n1
→ -2.8 | 7.7 | -2.2 | -0.7 | -65.3 | 4.3 | 2.0 | 7.7 | 27.2 | -25.8
> CC(C)NC(=S)NCc1cccs1
→ 2.0 | 6.3 | 0.0 | -2.0 | 21.3 | 4.5 | -1.2 | -3.7 | 0.8 | -18.6
> CCc1nc(N2CCN(C(=S)NCCCOC)CC2)c2c3c(sc2n1)CCCC3
→ 1.1 | 2.2 | -0.3 | 2.9 | 2.6 | -0.9 | -2.5 | -7.6 | -7.8 | -8.2
> O=C(Nc1cccc2cccc(NC(=O)c3ccco3)c12)c1ccco1
→ -0.1 | 2.6 | -0.2 | -4.1 | -17.4 | 7.6 | -1.1 | 0.6 | 1.5 | -0.3
> COc1ccc(N(CC(=O)Nc2ccccc2C(=O)N2CCOCC2)S(=O)(=O)c2ccc(F)cc2)cc1
→ 3.9 | 0.6 | -0.7 | -1.4 | -8.4 | -6.1 | -1.0 | 5.2 | -7.8 | -18.4
> CCOC(=O)C(NC(=O)c1ccccc1F)(Nc1cc(C)on1)C(F)(F)F (centres undefined)
→ -3.4 | 16.3 | 1.9 | 0.4 | 12.4 | 0.5 | -3.3 | -3.8 | -3.3 | -14.4
> CCC1CCCCN1CCCNC(=O)C1CCC(CNS(=O)(=O)c2c(C)cc(C)cc2C)CC1 (centres undefined)
→ -3.1 | 14.2 | -0.3 | -0.1 | -2.4 | -2.3 | -1.5 | 15.7 | -4.6 | -26.3
> Cc1cc(C)n(Cc2ccc(NC(=O)c3nn(C)cc3[N+](=O)[O-])cc2)n1
→ 69.3 | 39.5 | -0.7 | -1.6 | -9.7 | 3.8 | 1.4 | -0.8 | 131.4* | -3.7
> Cc1ccc(S(=O)(=O)/N=C(/Nc2cccc3ccccc23)c2ccc(F)cc2)cc1
→ 7.2 | 31.6 | 1.0 | -1.4 | 33.8 | 5.5 | 4.5 | -2.2 | 18.6 | -36.4
> CCOC(=O)c1ccccc1NC(=O)CSc1nnnn1C1CCCCC1
→ 5.3 | -21.0 | -0.3 | 0.2 | 41.4 | 0.7 | 1.0 | -3.0 | 14.0 | 19.7
> O=C1NC(N2CCOCC2)=N/C1=C/c1ccc2c(c1)OCO2
→ 0.6 | 7.3 | -0.3 | 13.2 | -8.0 | -8.3 | -1.3 | 19.0 | 7.6 | -23.1
> CCC1(C)Cc2nc3[nH]c(=S)n(-c4ccccc4C)c(=O)c3cc2CO1 (centres undefined)
→ -5.0 | 6.0 | -0.4 | 1.1 | 9.2 | -1.7 | 6.8 | -8.0 | -4.4 | -1.8
> COc1cccc2c(=O)cc(C)n(CC(=O)Nc3ccccc3C)c12
→ -4.4 | 14.6 | -2.1 | -9.0 | -3.3 | 2.5 | 2.7 | 1.6 | -13.9 | -34.2
> CCCCCN(C(=O)CCC(=O)OC(C)C(=O)NCc1ccccc1)c1c(N)n(CCCC)c(=O)[nH]c1=O (centres undefined)
→ 0.2 | 9.9 | -0.3 | -1.6 | 3.2 | 1.1 | x | x | -4.9 | x
> O=c1[nH]c(N2CCOCC2)cc2ccccc12
→ -3.1 | 1.0 | 1.7 | x | 2.5 | -2.0 | x | x | -5.9 | x
> Cc1cc(C)c(S(=O)(=O)N(CC(=O)O)C2CCCCC2)c(C)c1
→ 1.6 | 27.9 | -0.4 | -0.7 | 5.6 | 1.1 | -3.1 | 5.0 | -4.1 | -26.6
> N/C(=N\OC(=O)CCC1CCCC1)c1ccccn1
→ 13.1 | 25.4 | 2.3 | 11.2 | -132.9 | 0.7 | 2.7 | -3.0 | 25.4 | -115.7
> CCOc1ccc(NCC(=O)N/N=C/C=C/c2ccccc2)cc1
→ -0.3 | -7.3 | 0.5 | 20.4 | -84.4 | -1.7 | 1.1 | -1.2 | 7.8 | 9.3
> N#Cc1c(NC(=O)Cn2nc(C(F)(F)F)c3c2CCCC3)sc2c1CCC2
→ -3.6 | 7.1 | -0.6 | -1.2 | 36.4 | -1.0 | 0.5 | -1.9 | 0.8 | -8.5
> O=C(NNC(=O)c1ccccc1F)c1ccc(-n2cncn2)c([N+](=O)[O-])c1
→ 1.7 | 16.4 | 0.9 | 0.4 | 13.1 | -1.3 | x | x | -12.9 | x
> CCCn1c(=O)c(C(=O)Nc2ccccc2C(=O)OCC)c(O)c2ccccc21
→ x | 14.7 | x | -2.2 | x | -1.9 | -1.1 | -1.1 | x | -20.6
> COc1ccc(-c2cn(-c3ccc(C)cc3)c(=O)n2CC(=O)Nc2ccc(OC)c(OC)c2)cc1
→ 14.6 | -1.2 | 1.0 | x | -48.4 | 0.4 | 3.5 | 2.4 | 26.3 | -51.6
> CC1CCCC(C)N1C(=O)Nc1cccc(Cl)c1 (centres undefined)
→ 5.5 | 17.8 | 0.0 | -2.3 | -1.3 | 2.4 | -4.2 | -2.7 | -0.6 | -0.9
> CCn1c(Nc2ccccc2Cl)nc2ccccc21
→ -0.6 | 4.3 | 0.6 | 1.5 | -2.0 | 1.1 | 0.5 | 3.4 | -0.5 | -5.1
> COc1ccc(C2N(c3ccc(C)cc3)CCN2c2ccc(C)cc2)cc1O
→ 2.2 | -24.7 | 0.6 | 2.2 | 2.8 | 0.7 | -1.1 | -3.0 | -1.5 | 1.8
> Cc1nc2sc(C(c3ccccc3)N3CCN(CCO)CC3)c(O)n2n1 (centres undefined)
→ 4.5 | 6.3 | -0.3 | -0.2 | -4.4 | -3.7 | x | x | -17.0 | x
> CCOc1ccc(NC(=O)CSc2ccc(-c3cccnc3)nn2)cc1
→ 5.6 | 24.6 | 0.2 | -0.4 | -13.2 | -1.0 | -1.1 | -4.2 | 6.9 | -32.1
> Cn1c(CCN2CCCC2)nc2cc(NS(=O)(=O)c3ccccc3)ccc21
→ 7.5 | 23.5 | 0.2 | -2.1 | 0.4 | -0.2 | 0.6 | -5.1 | -1.1 | -25.1
> NC(=O)Cc1ccc2c(c1)[nH]c1ccccc12
→ 16.8 | 25.5 | -6.9 | 1.3 | -8.0 | 1.1 | 5.4 | -1.3 | u | -6.2
> CCn1c2ccccc2c2cc(/C=N/NC(=O)c3ccncc3)ccc21
→ -2.1 | 13.5 | -1.3 | 0.1 | 45.3 | -6.7 | 6.5 | 4.6 | 10.5 | 0.7
> CCN(CC)S(=O)(=O)c1cccc(C(=O)N2CCCc3ccccc32)c1
→ 0.3 | 2.0 | -0.5 | -1.8 | 1.2 | -2.6 | 1.1 | -0.1 | 2.3 | -29.0
> C=CCn1c(SCC(N)=O)nnc1-c1cc2c(s1)CCC(CC)C2 (centres undefined)
→ 14.3 | 21.4 | 3.2 | -0.9 | -136.7 | 5.0 | -1.3 | 5.1 | 35.6 | -18.7
> CCOC(=O)NC(NS(=O)(=O)c1ccccc1)(C(=O)OCC)C(F)(F)F (centres undefined)
→ -13.1 | 24.6 | -0.1 | 1.4 | -19.2 | -1.3 | -3.1 | 6.8 | -10.9 | -4.8
> CCc1nc(N2CCCCC2C(=O)O)c2oc3ccccc3c2n1 (centres undefined)
→ -5.5 | 3.4 | -0.1 | -6.8 | 17.7 | -2.5 | 12.7 | 7.8 | 17.1 | -11.9
> Cc1ccc(NC(=S)NCc2cccnc2)cc1
→ -1.5 | 7.0 | -0.1 | 0.0 | 8.6 | 1.7 | -1.4 | 6.4 | -14.6 | 4.3
> Cc1ccc(-c2nnn(CC(=O)N(Cc3cccs3)C(C(=O)NC(C)(C)C)c3ccc(C)o3)n2)o1 (centres undefined)
→ 3.2 | 8.5 | -0.1 | -2.6 | 9.4 | 1.0 | 4.2 | 0.5 | 2.2 | -19.5
> COc1ccc(C(=O)C2CCCN(C(=O)c3cc(C)nc(C)n3)C2)cc1OC (centres undefined)
→ 0.2 | -5.2 | 0.6 | -1.5 | 4.6 | 1.4 | -0.1 | -5.4 | 11.3 | -9.2
> Nc1nc(SCC(=O)c2cc3ccccc3o2)n[nH]1
→ 4.1 | -11.0 | 0.1 | -1.7 | 11.4 | 3.0 | 3.7 | -4.5 | 15.8 | -22.0
> COc1cc2[nH]c(=S)n(C3CCN(Cc4ccccc4)CC3)c(=O)c2cc1OC
→ -2.4 | -4.4 | -0.3 | -0.7 | 38.9 | 1.1 | 2.7 | -5.6 | -5.1 | -39.8
> CN1CCNC(=O)C1CC(=O)O (centres undefined)
→ 1.4 | 12.2 | -0.2 | -5.5 | -8.5 | -3.2 | 3.1 | 1.0 | -7.7 | -2.5
> O=C(c1cc2n(n1)C(C(F)(F)F)CC(c1ccco1)N2)N1CCc2ccccc2C1 (centres undefined)
→ -1.8 | 23.1 | -0.3 | -1.7 | 22.9 | -3.2 | 0.0 | -3.6 | 2.7 | -2.9
> Cc1ccc(-c2csc(N(CCCN(C)C)C(=O)c3ccco3)n2)cc1
→ -7.1 | 6.6 | 1.9 | 3.4 | -41.8 | -2.3 | -2.8 | -0.7 | -25.8 | -39.3
> CCOCC(=O)Nc1ccc(F)c(F)c1
→ 0.3 | 10.2 | -0.2 | -2.6 | 3.7 | 0.6 | -4.5 | 3.3 | -4.3 | -19.3
> CCCCC(=O)N1CCCC(C(=O)OCC)C1 (centres undefined)
→ 2.0 | 20.0 | 0.1 | -0.6 | 26.7 | 0.4 | 4.9 | -2.2 | -2.9 | -23.5

Source: PubChem
